Assay outcomes (PubChem)
proCasp7 act: procaspase-7 activators, primary screen, counter-screen for procaspase-3 activator project, biochemical, absorbance, HTS, human; recombinant procaspase-7, Ac-DEVD-pNA absorbance 405 nm; D23A/D198A/D206A triple mutant, cannot self-cleave; scale: DMSO 0, 5 µM enzyme 100; 330,000 tested, 0.093% active; Caspase-7 (Homo sapiens), P55210; AID 463210, 2010; activation, % at 8.5 µM;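 active = percent activation above the screen-wide mean plus 3 SD, cut at about 25% in these data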
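System: Procaspase-7 triple mutant (PC-7 D3A); measure: % activation from two-timepoint absorbance difference, scaled to controls; times: 1 h compound preincubation, 2 h substrate cleavage, 25 °C; also added: Ac-DEVD-pNA substrate, 400 µM as added; measured by: Epi-absorbance of released pNA at 405 nm, two timepoints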
MEP2-GFP yeast: modulators of MEP2-GFP levels in yeast, primary screen, S. cerevisiae, multiplex flow cytometry, MLPCN library; S. cerevisiae MEP2-GFP strain, 3 h; 100% = DMSO control level; GFP response vs DMSO, % at 10 µM; 330,000 tested, 0.51% active; AID 2016, 2009;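 active = GFP response versus DMSO above a set limit, roughly screen mean plus 3 SD, cut at about 180% in these data; inconclusive = fewer than 70 cells counted for a yeast strain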;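 note: median GFP fluorescence of the barcode-gated MEP2-GFP cells per well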
AGP1-GFP MLPCN: modulators of AGP1-GFP expression in yeast TOR pathway, primary screen, cell-based, multiplex flow cytometry, S. cerevisiae, MLPCN library | 3 h; GFP as percent of DMSO wells | GFP response vs DMSO, % at 10 µM | 320,000 tested, 0.02% active;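 active = GFP response relative to DMSO above a set limit, near screen average plus 3 SD, cut at about 150% in these data; inconclusive = fewer than 70 cells counted for the yeast strain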;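 note: median GFP channel fluorescence of the gated AGP1 strain per well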
LAP4 TOR yeast: modulators of LAP4-GFP expression in yeast, primary screen, S. cerevisiae, multiplex flow cytometry, MLPCN library; 3 h; median GFP as percent of DMSO wells; GFP response vs DMSO, % at 10 µM; 320,000 tested, 0.34% active; AID 2023, 2009;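 active = GFP response vs DMSO above a set limit, about the screen mean plus 3 SD, cut at about 150% in these data; inconclusive = under 70 cell events counted for the yeast strain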
RPL19A-GFP yeast: RPL19A-GFP expression modulators in yeast, primary screen, cell-based, S. cerevisiae, multiplex flow cytometry, MLPCN; S. cerevisiae RPL19A-GFP strain, 3 h; active compounds read low; AID 2025, 2009; percent response vs DMSO, % at 10 µM; 330,000 tested, 0.3% active;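 active = percent response vs DMSO below 50%; inconclusive = fewer than 70 events counted for the yeast strain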;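 note: median channel GFP fluorescence of the barcoded RPL19A-GFP strain; ratio of sample median GFP to plate DMSO average so 100% = DMSO; lower means less RPL19A-GFP as with rapamycin TOR inhibition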
proCasp3 act: activators of human procaspase-3 D3A mutant, primary screen, biochemical, absorbance, PC-3 D3A mutant, single concentration; Caspase-3 (Homo sapiens), P42574; recombinant procaspase-3 D3A, Ac-DEVD-pNA absorbance 405 nm; activation, % at 8.5 µM; 330,000 tested, 0.11% active; AID 463141, 2010;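 active = activation above the mean of all tested compounds plus 3 SD, cut at about 21% in these data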;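 note: 0% = DMSO alone and 100% = DMSO wells spiked with extra 5 µM PC-3 D3A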
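Assay system – Procaspase-3 D3A mutant · Benchmarks – DMSO low control, extra-enzyme high control · Technique – 405 nm absorbance of p-nitroaniline, reads at 0 and 120 min · Doses – 8.5 µM nominal · Measure – % activation between DMSO and enzyme-spiked controls · Also added – Ac-DEVD-pNA chromogenic peptide substrate · Schedule – 1 h compound preincubation, 2 h substrate hydrolysis at 25 °C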
CIT2 TOR yeast: modulators of CIT2-GFP expression in yeast, primary screen, S. cerevisiae, GFP fusion, multiplex flow cytometry, MLPCN library. S. cerevisiae CIT2-GFP strain, 3 h; 100 means same as DMSO wells. GFP response vs DMSO, % at 10 µM. 320,000 tested, 0.065% active. AID 2029, 2009;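 active = GFP response relative to DMSO above a set limit, near the screen mean plus 3 SD, cut at about 150% in these data; inconclusive = Fewer than 70 cells measured for a yeast strain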;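 note: ratio of well median GFP fluorescence to mean of DMSO wells on the plate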
AHR act: AHR activators, primary screen, cell-based, luminescence, luciferase reporter, human | activation, % at 5 µM | AHR-responsive luciferase reporter cells | Aryl hydrocarbon receptor (Homo sapiens), P35869 | AID 2796, 2010 | 320,000 tested, 2.5% active; in the data active = activation above about 47%;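 note: 0% = vehicle wells and 100% = reference agonist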
Target sequence (P35869 whole entry, looked up): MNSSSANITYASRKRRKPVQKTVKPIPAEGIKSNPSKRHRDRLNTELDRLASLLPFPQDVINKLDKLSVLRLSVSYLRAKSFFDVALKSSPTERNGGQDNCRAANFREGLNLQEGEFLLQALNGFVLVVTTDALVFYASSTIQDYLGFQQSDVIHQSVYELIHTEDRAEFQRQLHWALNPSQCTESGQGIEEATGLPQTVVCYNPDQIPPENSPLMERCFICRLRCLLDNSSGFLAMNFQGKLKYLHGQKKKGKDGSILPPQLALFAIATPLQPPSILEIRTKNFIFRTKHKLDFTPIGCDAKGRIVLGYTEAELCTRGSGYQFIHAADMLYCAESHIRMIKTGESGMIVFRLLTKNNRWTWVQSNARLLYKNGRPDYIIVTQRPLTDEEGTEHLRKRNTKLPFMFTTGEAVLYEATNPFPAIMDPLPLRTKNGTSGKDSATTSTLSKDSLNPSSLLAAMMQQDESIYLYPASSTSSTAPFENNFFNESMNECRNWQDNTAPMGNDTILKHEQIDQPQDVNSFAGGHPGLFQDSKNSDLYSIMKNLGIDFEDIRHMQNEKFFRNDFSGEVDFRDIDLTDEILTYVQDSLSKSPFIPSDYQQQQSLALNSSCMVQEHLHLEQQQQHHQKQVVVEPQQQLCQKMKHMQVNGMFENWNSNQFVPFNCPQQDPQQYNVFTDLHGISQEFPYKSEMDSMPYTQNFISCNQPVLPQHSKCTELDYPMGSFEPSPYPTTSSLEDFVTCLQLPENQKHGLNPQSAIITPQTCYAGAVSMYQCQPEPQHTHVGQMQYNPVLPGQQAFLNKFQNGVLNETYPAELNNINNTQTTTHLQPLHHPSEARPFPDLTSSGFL
Numbers without * were called inactive; ? = inconclusive; / = not tested or not shown; [ ] = remark or other dose.

SMILES	proCasp7 act	MEP2-GFP yeast	AGP1-GFP MLPCN	LAP4 TOR yeast	RPL19A-GFP yeast	proCasp3 act	CIT2 TOR yeast	AHR act
COc1ccccc1N1CC(C(=O)Nc2cc(C(F)(F)F)ccc2N2CCCC2)CC1=O (stereo unspecified)	-19	90	105	109	98	-9	95	1
Cc1ccc(N(C(=O)c2ccc(CN3CCOCC3)o2)C(C(=O)NCCC(C)C)c2cccs2)c(C)c1 (stereo unspecified)	6	103	101	100	104	9	101	2
Cc1cc(C)c(S(=O)(=O)N2CCCC2=O)c(C)c1	-2	94	/	101	92	0	96	1
COc1cccc(OC)c1OCCOCCn1cnc2ccccc2c1=O	5	97	92	99	95	-12	90	6
COc1ccc(/C=N/Nc2nc(Nc3ccccc3)nc(N3CCCC3)n2)cc1[N+](=O)[O-]	3	101	96	99	97	5	98	13
O=C(NC(=S)Nc1ccc2[nH]c(=O)[nH]c2c1)c1cncc(Br)c1	1	102	101	101	101	-2	107	17
CCN(CCNS(=O)(=O)c1ccc2c(c1)oc(=O)n2C)c1ccccc1	1	95	96	98	96	2	92	5
CN(C)CCCN(C(=O)c1cc(-c2cccs2)nc2ccccc12)c1nc2ccc(F)cc2s1	-4	96	103	97	96	-1	111	2
CCOc1ccc(NC(=O)CN(C)C(=O)c2cccnc2SC)cc1OCC	3	95	77	70	97	-5	83	3
COc1ccc(C[C@](C)(N)C(=O)O)cc1OC	-38	105	91	105	105	-14	87	-2
N/C(=N\OC(=O)COc1ccc(Br)cc1Cl)c1ccncc1	-4	94	83	106	94	0	73	3
Cc1nn(-c2ccc(N3CCOCC3)nn2)c(C)c1CCC(=O)Nc1ccc(F)cc1	-2	99	97	92	99	6	104	5
CS(=O)(=O)c1ccc(-n2nnc3ccccc32)c([N+](=O)[O-])c1	12	107	100	101	108	-5	105	-2
COc1ccc(N2C3=C(CC4=C2CCCC4=O)C(=O)CCC3)cc1	-16	91	105	100	103	-2	97	-1
COc1cc(CNCCN2CCOCC2)ccc1OCC(=O)NC(C)(C)C	-7	94	93	91	96	-2	93	-1
CCOC(=O)C(Oc1ccc2c(-c3ccccc3)cc(=O)oc2c1C)c1ccccc1 (stereo unspecified)	-10	106	103	98	105	-4	108	-4
COC(=O)CCC(=O)OC1(C)C(=O)C=C2C=C(C3CC3)N(CC3CC3)C=C2C1=O (stereo unspecified)	-2	104	108	97	103	-7	101	1
C=CCNc1oc(Cc2cccc3ccccc23)nc1C#N	9	97	98	98	95	4	96	7
Cc1cc2cc(CCNC(=O)c3cccc([N+](=O)[O-])c3)c(=O)[nH]c2cc1C	4	102	111	97	101	0	101	3
COc1ccc(C(=O)C2CCCN(Cc3c(C)[nH]c4ccccc34)C2)c(OC)c1 (stereo unspecified)	22	101	101	107	101	10	103	4
C/C(N)=C(/C#N)C(=O)COC(=O)CSc1ccccc1	3	95	91	93	95	5	88	2
O=C(CCn1c(=O)c2ccccc2n(Cc2cc(=O)n3ccccc3n2)c1=O)NCc1ccco1	0	105	96	89	102	4	102	-4
CCC(=O)Nc1cc(ON=C(C)C)cc([N+](=O)[O-])c1	-4	95	95	93	91	1	94	1
COC(=O)c1cccnc1-n1c(=O)c2cccnc2n(Cc2cccc([N+](=O)[O-])c2)c1=O	-2	106	103	108	103	-8	105	7
O=S(=O)(c1ccccc1)C1(S(=O)(=O)c2ccccc2)CCCC1	2	102	102	99	100	3	89	0
CC(C)Nc1nc(Oc2ccc(Cl)cc2Cl)cc(C(F)(F)F)n1	9	101	99	88	100	-5	103	-2
O=C(O)CCCC(=O)NNC(=O)c1cccc(Br)c1	13	104	104	111	105	4	110	2
CC1(C)Cc2ccccc2-c2nnc(SCc3ccc(C#N)cc3)n21	10	99	100	102	97	4	94	-11
Cc1n[nH]c(C)c1N=Nc1cc(Cl)ccc1Cl	2	98	92	101	99	-8	101	-5
COc1ccc(CNC(=O)CCCn2ncn3c(cc4occc43)c2=O)cc1	-2	96	102	95	99	1	101	-1
CC(C)NC(=S)NN=C1CCCCCCCCCCC1	4	99	101	108	98	-6	103	1
COC(=O)c1sc(N2C(=O)C(O)=C(C(=O)c3ccc(C)o3)C2c2ccco2)nc1C (stereo unspecified)	-58	88	83	78	94	-10	83	6
O=C(OCc1ccco1)c1cccnc1	-4	100	113	104	104	-6	103	-6
COc1ccc(/C=N/NC(=O)CSCc2ccc([N+](=O)[O-])cc2)cc1OC	-5	101	101	96	101	9	101	5
CCOC(=O)COc1ccccc1/C=C1/NC(=O)NC1=O	3	96	92	85	99	-3	93	-1
O=C(NCc1ccco1)Nc1ccc(Br)cc1	-2	104	102	100	99	9	92	6
CCOC(=O)C1CCCN(S(=O)(=O)c2ccc(-n3cnnn3)c(C)c2)C1 (stereo unspecified)	12	98	107	95	104	2	105	-5
CCc1nnc(NC(=O)CSc2ccc(-c3cccs3)nn2)s1	-17	95	96	100	95	1	85	6
COc1ccc(C(=O)CSc2nnc(CNC(=O)c3ccccc3)n2C)cc1	-5	104	104	96	110	-3	106	-2
CCCOc1cccc(C2/C(=C(/O)c3ccc(OC)cc3)C(=O)C(=O)N2CCN(C)C)c1 (stereo unspecified)	-14	98	92	97	96	-14	87	1
O=C(COc1ccc([N+](=O)[O-])cc1)NCc1cccnc1	-1	101	102	93	107	3	100	8
CC1CCc2c(sc3nc(SCC(=O)NCc4ccco4)nc(N)c23)C1 (stereo unspecified)	-6	109	110	102	102	1	109	9
c1ccc(NC2=Nc3ccccc3CS2)cc1	2	105	102	101	94	7	106	29
CC(c1nnc(SCC(=O)Nc2cc([N+](=O)[O-])ccc2F)n1Cc1ccccc1)N(C)C (stereo unspecified)	8	98	90	94	93	4	96	-1
O=S(=O)(NCc1nc2ccccc2[nH]1)c1ccccc1	9	86	97	88	93	5	93	5
COc1ccccc1C(=O)Nc1ccc(-c2nnn(CC(=O)NCc3ccco3)n2)cc1	7	97	102	110	101	4	106	130*
Cc1cc(C)nc(SCc2csc(N)n2)n1	-15	92	90	90	95	0	99	8
NCCCn1c(C(=O)c2cc(Cl)c(N)c(Cl)c2)c2ccc(C(F)(F)F)cc2[n+]1[O-]	-18	108	107	99	103	-6	99	57*
CCN(CCCNC(=O)c1ccc2c(c1)NC(=O)CN2C)c1cccc(C)c1	-10	103	99	97	94	-13	109	9
COCCCn1c(C(=O)NCCN2CCOCC2)cc2c(=O)n3ccccc3nc21	1	?	98[may fluoresce red]	104[may fluoresce red]	?	-2	95[may fluoresce red]	0
Cc1nc2sc(C)c(C)c2c(=O)[nH]1	5	111	107	108	104	5	111	17
O=C(Cc1ccc(S(=O)(=O)N2CCOCC2)s1)Nc1ccccc1N1CCOCC1	3	96	109	106	100	10	115	1
Cc1cc(C(=O)N/N=C/c2ccco2)c2ccccc2n1	7	99	104	96	104	6	104	3
CCc1ccc(N(C(C)=O)c2nc(CCl)cs2)cc1	1	110	106	107	105	4	103	3
CSCCC(NS(=O)(=O)c1ccc(Cl)cc1)C(=O)OCC(=O)N1CCOCC1 (stereo unspecified)	13	97	98	93	98	11	99	0
Cc1cccc(N2CCN(C(C)C(=O)N3CCc4ccccc43)CC2)c1C (stereo unspecified)	1	100	96	92	99	5	97	0
COc1ccccc1NC(=O)COc1ccc(C(=O)NCC2CCCO2)cc1OC (stereo unspecified)	1	101	103	104	105	4	103	-3
COc1ccc(S(=O)(=O)N(CCc2ccccc2)CC(=O)O)cc1	3	106	110	93	101	0	103	1
O=C(Nc1cccc2c1CCCC2)c1ccc(Cl)c([N+](=O)[O-])c1	5	105	97	99	104	8	96	9
CCOC(=O)C1CCN(C(=O)c2ccc(Oc3cc(Cl)cc(Cl)c3)o2)CC1	0	96	97	108	97	-2	87	-3

Overlap with the part before: four entries, followed by the next part.
SMILES	proCasp7 act	MEP2-GFP yeast	AGP1-GFP MLPCN	LAP4 TOR yeast	RPL19A-GFP yeast	proCasp3 act	CIT2 TOR yeast	AHR act
COc1ccccc1NC(=O)COc1ccc(C(=O)NCC2CCCO2)cc1OC (stereo unspecified)	1	101	103	104	105	4	103	-3
COc1ccc(S(=O)(=O)N(CCc2ccccc2)CC(=O)O)cc1	3	106	110	93	101	0	103	1
O=C(Nc1cccc2c1CCCC2)c1ccc(Cl)c([N+](=O)[O-])c1	5	105	97	99	104	8	96	9
CCOC(=O)C1CCN(C(=O)c2ccc(Oc3cc(Cl)cc(Cl)c3)o2)CC1	0	96	97	108	97	-2	87	-3
COc1ccc(/C=N/NC(=O)c2ccncc2)cc1CN1CCN(c2ccc(F)cc2)CC1	0	113	102	110	96	3	100	1
CC(C)(C)[C@H]1COC(=O)[C@@H](Cc2ccc(F)cc2)C/C=C\C[C@@H](CC(=O)N[C@H](CO)Cc2ccccc2)C(=O)N1	0	94	98	86	92	1	90	1
O=C(Nc1ccccc1OC(F)F)c1oc2ccccc2c1COc1ccccc1	-3	107	101	98	103	-6	96	49*
CCCCCOC(=O)CSc1nc2c(c(=O)[nH]c(=O)n2C)n1Cc1ccc(Cl)cc1	-7	95	92	91	96	-5	89	1
CCN(c1cccc(C)c1)S(=O)(=O)c1cc2c3c(c1)CCC(=O)N3CCC2	6	94	108	102	100	-3	100	-2
CCOc1ccccc1NC(=O)C1CCCN1C(=O)c1cccs1 (stereo unspecified)	2	103	105	96	103	2	108	1
O=C(c1cc(-c2ccccc2Cl)nc2ccccc12)N1CCN(c2ccccc2O)CC1	2	93	92	101	92	2	88	-8
CCN(CC(=O)Nc1ccc(OC)cc1)C(=O)c1ccc(Cl)c(S(=O)(=O)N2CCCC2)c1	5	103	98	99	95	6	95	1
COc1ccc(N(CC(=O)Nc2ccc(OC)c(OC)c2)S(=O)(=O)c2ccccc2)cc1Cl	-3	108	106	90	106	1	108	4
CCCCN(CC(=O)NCCOC)C(=O)Cn1nnc2ccccc21	7	108	103	95	106	13	104	0
COc1cc(C)ccc1OCCOCCOc1ccc(C)cc1[N+](=O)[O-]	1	89	86	88	94	-5	87	26
CC(C)(C)N=C1NN=C(c2ccc(S(=O)(=O)N3CCCCC3)cc2)CS1	-4	99	108	103	97	-5	111	0
CCOC(=O)C1CCCN(C(=O)C(=O)Nc2ccc3nc4n(c(=O)c3c2)CCCCC4)C1 (stereo unspecified)	10	95	90	114	102	8	96	0
Cc1cccnc1NC(=S)NC(=O)c1oc2ccccc2c1C	-6	103	92	99	97	14	91	24
NC(=O)c1ccccc1OC1CCC1	6	97	103	104	94	-10	104	0
